Screening data from PubChem BioAssay.
Eya2 phos inh – qHTS Assay for Inhibitors of the Phosphatase Activity of Eya2; Protein phosphatase EYA2 (Homo sapiens), O00167; recombinant Eya2, OMFP fluorescence dephosphorylation (OMFP is methylfluorescein phosphate); Potency, µM (doses to about 76.9 µM), for inactives: at the top dose activity, negative = inhibition, usual class: inhibitors; 0.006% of 330,000 active; AID 488837, 2010; note: potency is the fitted concentration of half-maximal effect; % is set by controls: 0 for no effect and ±100 for the full control effect
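Eya2 protein (added as 0.2 uM solution) was preincubated with compound for 10 min at ambient temperature in 50 mM HEPES pH 7.5, 50 mM NaCl, 5 uM MgCl2, 0.05% BSA, 1 mM DTT. OMFP (added at 50 uM) then reacted 10 min; fluorescence read at 485/525 nm.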
BRCA1 expr act – qHTS Assay to Identify Small Molecule Activators of BRCA1 Expression | MCF7-BRCA1-FFLuc reporter, luminescence, 48 h; response scale: scaled: vehicle 0%, 10 µM genistein 100% | Potency, µM (titrated, usually from 46.1 µM), without a hit: at the top dose activation, hits mostly activators | 1.1% of 380,000 active; note: potency is the fitted concentration of half-maximal effect; nearly all actives have a fitted effect of over 80% in size; some results filed as inactive show a strong effect at the top dose
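Compounds are tested at multiple concentrations on MCF7 BRCA1-luciferase reporter cells seeded at 2000 per well; after 48 h, a single luminescence end-point is taken and curves fitted to the normalized data.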
Integrin act MD – qHTS for Activators of Integrin-Mediated Alleviation for Muscular Dystrophy | alpha7betagal myoblasts, beta-gal FDG fluorescence, 48 h | 0.064% of 350,000 active | AID 624291, 2012 | Potency, µM (doses to about 38.3 µM), inactives show at the top dose activation, actives largely listed as activators;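 note: potency is the fitted concentration of half-maximal effect; 100% = response of the positive control SU9516; nearly all actives have a fitted effect of over 60% in size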
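Alpha7betagal+/- myoblasts (passage 13) were plated 16-24 hr, then exposed to compounds (1:260 dilution of DMSO stock) for 48 hours at 37C. After MPER lysis, β-galactosidase reporter activity was read as FDG fluorescence (ex 480/em 540) after 30 minutes.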
B2AR arrestin – qHTS assay of beta-arrestin-biased ligands of beta2-adrenergic receptor; Beta-2 adrenergic receptor (Homo sapiens), P07550; beta-arrestin recruitment to beta2AR, cell-based reporter; Potency, µM (top dose mostly 46.1 µM), without a hit: top-dose activation, actives largely listed as activators; 0.02% of 330,000 active;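 note: potency is the fitted concentration of half-maximal effect; 0% = DMSO controls and full agonism = EC100 isoproterenol or metaproterenol; nearly all actives have a fitted effect of over 65% in size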
USP2a inh – qHTS Assay for Inhibitors of Ubiquitin-specific Protease USP2a Using CHOP2 as the Reporter; Ubiquitin carboxyl-terminal hydrolase 2 (Homo sapiens), O75604; USP2 core, Ub-CHOP2 coupled fluorogenic reporter, 485/531; Potency, µM (top dose mostly 38.3 µM), for the others: top-dose activity change, negative = inhibition, usual class: inhibitors; 0.01% of 330,000 active;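 note: potency is the fitted concentration of half-maximal effect; plate controls were DMSO wells for no effect and full inhibition by NEM control for full effect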
Target sequence (O75604 whole entry, looked up): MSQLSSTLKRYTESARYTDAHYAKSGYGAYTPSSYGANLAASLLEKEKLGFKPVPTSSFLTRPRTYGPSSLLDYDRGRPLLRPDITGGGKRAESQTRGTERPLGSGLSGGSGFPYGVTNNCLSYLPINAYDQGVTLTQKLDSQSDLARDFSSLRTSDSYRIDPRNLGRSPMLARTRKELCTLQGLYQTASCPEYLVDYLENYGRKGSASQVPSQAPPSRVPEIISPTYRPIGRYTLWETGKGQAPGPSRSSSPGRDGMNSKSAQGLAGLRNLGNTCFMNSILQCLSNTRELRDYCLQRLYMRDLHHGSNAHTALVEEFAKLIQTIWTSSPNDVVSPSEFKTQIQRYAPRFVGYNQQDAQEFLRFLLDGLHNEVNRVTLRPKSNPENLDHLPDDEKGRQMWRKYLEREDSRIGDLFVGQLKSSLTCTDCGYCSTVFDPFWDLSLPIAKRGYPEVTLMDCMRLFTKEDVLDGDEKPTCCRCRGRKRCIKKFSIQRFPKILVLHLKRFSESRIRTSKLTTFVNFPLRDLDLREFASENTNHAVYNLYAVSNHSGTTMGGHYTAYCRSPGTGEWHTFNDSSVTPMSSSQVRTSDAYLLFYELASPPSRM
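Deubiquitinase activity read as fluorescence (485/531 nm) after Ub-CHOP2 cleavage activates the enterokinase reporter on its substrate; USP2 core 10nM, Ub-CHOP2 and substrate 25nM each, 30min compound preincubation then 60min RT; data normalized to NEM, curves fitted.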
TRPV1 agonist – HTS Assay for Compounds that Act as Agonists of the Vanilloid Receptor 1; TRPV1-expressing cells, Fluo-8 calcium influx, agonist mode; activation, % at 8.33 µM; 0.19% of 320,000 active; AID 540275, 2011; in the data active = activation above about 80%; inconclusive = between about 30% and that limit; note: 0% is about no effect
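Cells expressing TRPV1 were dye-loaded with Fluo-8 and read kinetically: 10 s baseline, 3 min after compound (agonist portion), then 2 min after EC20 capsaicin (allosteric enhancer portion). Calcium-bound dye fluorescence at 480/520 nm.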
PTAP TSG101 blk – qHTS Assay for Iinhibitors of HIV-1 Budding by Blocking the Interaction of PTAP/TSG101 | 340,000 tested, under 10 active | Tumor susceptibility gene 101 protein (Homo sapiens), Q99816 | AID 493005, 2010 | Fluorescence polarization, FITC-PTAP peptide / Tsg101 binding | Potency, µM (series often up to 115 µM), without a hit: at the highest dose activity change, negative = inhibition, hits mostly inhibitors; active = well fitted inhibition curve with a large enough effect in the main read-out, with a control signal flat, not every such curve was filed as active; inconclusive = small, poorly fitted or top-dose-only effect, or effect the other way, or a change in a side signal; inactive = no such curve, though single readings can be large or run the other way; note: potency is the fitted concentration of half-maximal effect; % of control where 0% means no effect
Target sequence (Q99816 whole entry, looked up): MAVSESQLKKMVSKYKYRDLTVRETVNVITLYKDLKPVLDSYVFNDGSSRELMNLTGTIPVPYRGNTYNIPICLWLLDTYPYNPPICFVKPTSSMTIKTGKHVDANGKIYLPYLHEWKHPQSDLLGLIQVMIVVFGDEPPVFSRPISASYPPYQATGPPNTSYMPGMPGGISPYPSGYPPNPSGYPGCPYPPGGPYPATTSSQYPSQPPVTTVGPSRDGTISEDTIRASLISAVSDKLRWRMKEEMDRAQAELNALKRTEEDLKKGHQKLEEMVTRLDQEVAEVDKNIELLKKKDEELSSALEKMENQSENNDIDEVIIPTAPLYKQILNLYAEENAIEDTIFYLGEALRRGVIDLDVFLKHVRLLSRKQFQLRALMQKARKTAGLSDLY
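Steps: Tsg101 binding domain dispensed (10 uM final), compounds pinned in DMSO, FITC-labeled PTAP-motif peptide added (50 nM final); after 20 min binding at room temperature, polarization measured.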
ASM inhibitor – Inhibitors of Secretory Acid Sphingomyelinase (S-ASM): qHTS | Sphingomyelin phosphodiesterase (Homo sapiens), P17405 | placental ASM, HMU-PC fluorogenic substrate, 60 min | Potency, µM (titrated, usually from 57.5 µM), without a hit: top-dose activity change, negative = inhibition, usual class: inhibitors | 0.006% of 340,000 active; note: potency is the fitted concentration of half-maximal effect
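Fluorescence read-out (Ex 386 nm, Em 447 nm) after stopping the reaction at pH 10. Enzyme: ASM from human placenta; substrate HMU-PC0, 9 uM final; 60 min, 37 °C. Compound preincubation 10 min, ambient temperature.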
ELG1 genotoxic – qHTS screen for small molecules that induce genotoxicity in human embryonic kidney (HEK293T) cells expressing luciferase-tagged ELG1; Potency, µM (top dose mostly 46 µM), without a hit: at the highest dose activity change, positive = activation, actives largely listed as activators; AID 504466, 2011; HEK293T ELG1-luciferase reporter, luminescence, 16 h; 1.3% of 330,000 active; note: potency is the fitted concentration of half-maximal effect; % of control where 0% means no effect; nearly all actives have a fitted effect of over 60% in size
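Cells (2,000/well) expressing the ELG1-luciferase fusion are dosed by pin tool and kept 16 hr at 37 °C, 5% CO2. Signal comes from ONE-Glo luciferase reagent after 30 min at room temperature.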
p53 reactivation – qHTS assay for re-activators of p53 using a Luc reporter; Potency, µM (highest dose often 92.2 µM), for inactives: at the highest dose activity change, positive = activation, actives largely listed as activators; 0.063% of 320,000 active; H1299 p53-A138V BP100-luciferase reporter, luminescence, 24 h; AID 504706, 2011; note: potency is the fitted concentration of half-maximal effect; % of control where 0% means no effect; nearly all actives have a fitted effect of over 45% in size
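p53-null H1299 cells stably carrying temperature-sensitive p53-A138V and a BP100-luciferase reporter were pinned with compounds (4-point, 1:5 series) and held 24 hrs at 37 deg C. Luminescence was read 10 min after detection reagent.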
uPA generation – qHTS for Inhibitors of Cell Surface uPA Generation. cell surface uPA generation assay, qHTS. Potency, µM (series often up to 38.3 µM), for inactives: at the highest dose activity change, negative = inhibition, actives largely listed as inhibitors. 0.31% of 330,000 active. AID 540303, 2011; active = well fitted inhibition curve with a large enough effect; inconclusive = small, poorly fitted or top-dose-only effect; inactive = no such curve, though single readings can be large or run the other way; tested in mouse RAW 264.7 cells; note: potency is the fitted concentration of half-maximal effect; % is set by controls: 0 for no effect and ±100 for the full control effect; nearly all actives have a fitted effect of over 55% in size
Numbers without * were called inactive; i = inactive; ? = inconclusive; / = not tested or not shown; [ ] = remark or other dose. Unless noted, calls come from the whole dose curve; as a rule, active = well fitted curve in the direction sought with a large enough effect; inconclusive = small, poorly fitted or top-dose-only effect, or another doubt; inactive = no such curve, though single readings can be large; an effect the other way counts as inactive or inconclusive.

SMILES | Eya2 phos inh | BRCA1 expr act | Integrin act MD | B2AR arrestin | USP2a inh | TRPV1 agonist | PTAP TSG101 blk | ASM inhibitor | ELG1 genotoxic | p53 reactivation | uPA generation
CN(CCO)C(=O)c1ccc(-c2nn(C)c(=O)c3ccccc23)cc1 | 5% | -18% | -6% | 6.0% | 10% | -4 | -3% | 0% | 0% | -4% | 2%
CC/S(CC1CC1(Cl)Cl)=N\S(=O)(=O)c1ccc(C)cc1 (centres undefined) | 9% | 14% | -8% | 0.1% | 5% | -4 | -4% | -2% | -1% | -3% | /
CCN1CCN(CCCNC(=O)CCc2nc(-c3ccc(OC)cc3)no2)CC1 | 15% | -2% | -14% | -0.1% | -1% | -1 | 0% | 1% | -5% | 4% | -19%
O=c1[nH]c(=O)c2cc3ccccc3nc2[nH]1 | / | 9% | 13% | / | / | / | -3% | / | / | / | -2%
CCC(C)[C@H](NC(=O)C1CC(=O)N(c2ccc3c(c2)OCCO3)C1)C(=O)NC1CCCC1 (some centres undefined) | -2% | -20% | -47%[inhibitor] | 0.5% | 3% | 2 | -8% | 1% | 4% | 7% | -13%
O=C(CSc1nc2ccccc2c(=O)n1-c1ccc(F)cc1)Nc1ccc2c(c1)CCC2 | -1% | -33% | -23% | 0.2% | 0% | 0 | 1% | 4% | -1% | -1% | 4%
O=C(c1ccc([N+](=O)[O-])cc1[N+](=O)[O-])N1CCCC1 | -3% | 0% | 18% | 0.0% | 1% | 1 | 2% | 3% | 2% | 12% | 2%
O=C(c1ccccc1)c1ccc(Oc2ccc(C(=O)O)c(C(=O)O)c2)cc1 | 23% | 1% | -6% | -0.8% | -1% | 0 | -5% | 19% | 1% | / | 5%
O=S(=O)(c1cccc(Cl)c1)N1CCC(c2nc3ccccc3[nH]2)CC1 | -2% | -44% | 34% | -0.5% | 2% | -4 | -2% | -2% | -6% | 2% | -5%
COC(=O)Cc1cc(=O)oc2c(C)c(O)ccc12 | -27% | -3% | -22%[7.66 µM] | -0.4% | -1% | 9 | -4% | i | 0% | -1% | /
C/C(=N/NC(=O)c1ccc2c(c1)OCO2)c1ccc(NC(=O)C(F)(F)F)cc1 | 3% | 97% | 4% | 0.4% | 5% | ? | 1% | 2% | 16% | ? | 2%
Cc1ccc(-n2c(SCC(=O)NCCC3=CCCCC3)nc3n[nH]c(C)c3c2=N)cc1Cl | -11% | -22% | -65%[inhibitor] | 0.2% | 3% | 5 | -8% | 3% | 7% | -21% | -13%
COc1ccc(-n2c(CNc3ccc(C)cc3)nnc2SCc2ccccc2)cc1 | -15% | -53% | 6% | -1.9% | -2% | 22 | -2% | -2% | 0% | -9% | -3%
CCOc1cc(/C=N/NC(=O)Cn2nc([N+](=O)[O-])cc2C)cc(Br)c1OCc1ccccc1C | 6% | -64% | ? | -0.3% | 3% | -2 | -4% | -5% | -1% | 5% | -3%
Cc1cc2cc(CN(Cc3nnnn3C3CCCCC3)CC3CCCO3)c(=O)[nH]c2cc1C (centres undefined) | -6% | -5% | 6% | 0.1% | 1% | 10 | -5% | -7% | -1% | -2% | 11%
O=C(NC(Cc1ccccc1)C(=O)O)/C(=C\c1ccc(F)cc1)NC(=O)c1ccco1 (centres undefined) | -23% | -4% | -3% | -0.5% | 4% | 1 | 2% | 4% | 0% | 2% | 2%
O=C(Cc1ccccc1)N[C@@H]1c2ccccc2CC[C@@H]1OCc1ccccc1 | -8% | 8% | 0% | -0.5% | 1% | / | -6% | 4% | 1% | 7% | -38%
COCC1CCCCN1Cc1cn[nH]c1-c1ccc2cc(OC)ccc2c1 (centres undefined) | 1% | -3% | -28% | -0.7% | 0% | 2 | 1% | 1% | 8% | 5% | 1%
CCCOc1ccc(CNC(=S)NCc2ccc(OC(C)C)cc2)cc1 | -6% | -6% | -20% | -1.1% | 6% | 24 | -2% | -10% | -7% | 1% | 5%
O=C(NCCOc1ccc(Cl)cc1)c1ccc2c(c1)OCCO2 | 0% | ? | -7% | 0.0% | -1% | 12 | -7% | 0% | ? | ? | 2%
COc1cc2c(cc1OC)CN(S(=O)(=O)c1ccccc1F)CC2 | -4% | 1% | 9% | 0.3% | -1% | 21 | 0% | -4% | -2% | -4% | -17%
CCc1nc(NC(=O)c2sc(C)nc2C)sc1C(=O)OC | -19% | 59% | 0% | -1.0% | 1% | -1 | -6% | 2% | 5% | -3% | -9%
COc1ccccc1-c1nnc(SCC(=O)NNC(=O)c2ccccc2F)n1C | -19% | 1% | -32% | 0.2% | 2% | 1 | 1% | -1% | 4% | 6% | -2%
COc1ccc(NC(=O)CSc2nncs2)cc1OC | -6% | 2% | 15% | 0.1% | 2% | -2 | -6% | 7% | -1% | -15% | 9%
CCOC(=O)c1c(C)[nH]c(C(=O)C(C)OC(=O)c2ccc(NC(=O)CC#N)cc2)c1C (centres undefined) | -2% | -16% | -30% | 0.0% | 4% | 2 | -3% | -20% | -1% | -5% | -23%
The results go on:
SMILES | Eya2 phos inh | BRCA1 expr act | Integrin act MD | B2AR arrestin | USP2a inh | TRPV1 agonist | PTAP TSG101 blk | ASM inhibitor | ELG1 genotoxic | p53 reactivation | uPA generation
CCc1nn(CCCC(=O)NCc2cc(Br)ccc2OC)c(=O)c2cc3occc3n12 | -2% | 0% | -6% | -0.2% | 2% | -3 | -1% | -3% | -4% | -8% | -5%
O=C(NNC(=O)c1ccc(Oc2ccc(C3SCCS3)cc2)o1)c1ccc(Cl)cc1 | 0% | -8% | -18% | -0.2% | 2% | 6 | 1% | -1% | -10% | -1% | -26%
O=C(Nc1nnc(-c2ccc(Cl)cc2)o1)c1ccccc1Br | 21% | 7% | -27% | -0.4% | -1% | 3 | -4% | 0% | 5% | ? | ?
CCn1c(CNC(=O)c2ccccc2OC)nnc1SCC(=O)c1ccc(F)cc1 | 6% | 6% | -16% | 0.2% | 0% | 0 | 3% | -2% | -1% | -9% | -5%
CCOc1ccc(N(CC(=O)Nc2ccc(OC)cc2)S(=O)(=O)c2c(C)[nH]c(=O)[nH]c2=O)cc1 | 13% | -6% | ? | 0.1% | 5% | 0 | -1% | 2% | 4% | -2% | 1%
O=C(CSc1nccc(-c2cccs2)n1)Nc1cccc(Cl)c1 | 11% | -37% | -22% | 0.4% | -1% | 12 | 0% | -8% | -4% | -4% | 2%
COc1cc(C2Nc3ccc4ccccc4c3C3=C2C(=O)CC(C)(C)C3)ccc1OCC(=O)O (centres undefined) | -16% | 2% | 8% | -0.6% | 2% | -2 | -6% | i | 2% | / | 12%
Nc1c(C(=O)NCc2ccc3c(c2)OCO3)nnn1CC(=O)Nc1ccc(Br)cc1 | -7% | -16% | -26% | -0.4% | -1% | 9 | -3% | 21% | -2%[9.26 µM] | -13% | 9%
Cc1c(Cl)cccc1-n1nnnc1-c1cccs1 | 3% | 9% | 20% | -0.3% | 0% | ? | -13% | -2% | 5% | 2% | 0%
N#Cc1ccc(S(=O)(=O)NCCc2ccncc2)cc1 | / | 3% | 15% | / | / | / | 0% | 5% | / | / | 4%
CN(CC(=O)Nc1cccc(F)c1)C(=O)c1ccc(N2CCCCC2)c([N+](=O)[O-])c1 | 12% | -33% | -32% | -0.1% | -2% | ? | -2% | -10% | ? | 8% | -4%
O=C(Nc1ccccc1)OCCN1CCN(Cc2ccccc2)CCC1=O | 3% | 0% | 22% | 0.1% | 3% | 7 | 1% | 0% | 4% | 6% | 17%
COc1ccccc1NS(=O)(=O)c1cccc(C(=O)N/N=C/c2ccc(NC(C)=O)cc2)c1 | 0% | 7% | ? | -0.3% | -1% | 3 | 0% | 14% | 0% | -2% | -18%
CCc1c(O)nc(N2CCN(Cc3ccccc3)CC2)[nH]c1=O | -7% | 9% | 16% | 0.0% | 0% | 0 | -3% | 0% | 0% | 5% | 2%
CCCCNc1ncnc2c1cnn2-c1ccc(Cl)cc1 | -2% | 72% | -22% | 0.2% | 1% | 21 | -9% | -1% | 2.3µM* | ? | ?
COc1cccc(-c2c3c([nH]c(=O)c2C#N)CCc2cc(OC)ccc2-3)c1 | 1% | -5% | ? | -0.5% | 1% | 6 | -1% | i | 2% | 0% | 6%
